Screening data: PubChem BioAssay, several laboratories
pCIP destab: lowers stability of the mouse p/CIP coactivator protein | decrease of EGFP signal, % at 10 µM | Q05BA5 | 290,000 tested, 0.01% active | F442A p/CIP-EGFP cells, EGFP fluorescence, 16 h | AID 1984;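 active means EGFP signal decrease of at least 30% at 10 µM or well 3 SD below plate mean, unless failing retest; inactive means the rest, including hits failing retest or dose response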; further: some compounds called inactive have numbers as strong as hits; many of its hits are not listed in these tables
IDE act: activators of human insulin-degrading enzyme in cells | AID 493087 | 340,000 tested, 0.073% active | HEK cells, FAbeta-B cleavage, fluorescence polarization; 0% vehicle, 100% cell-free pure enzyme wells | activation, % at 5.96 µM | P14735;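 active means activation above the mean of all tested compounds plus 3 SD, set per screening campaign, cut at about 17% in these data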
MEKK3 PB1 HTS: raises or lowers MEK5 binding to the human MEKK3 PB1 domain; Q99759; bead-based flow cytometry, Alexa488-MEK5 binding to MEKK3; actives lie on both sides; 0 = blocked by unlabeled MEK5, 100 = vehicle; binding response (% of control), % at 10 µM; 290,000 tested, 1.4% active; AID 1529;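 active means binding response more than 3 SD above or below the average of its plate-row segment, actives on both sides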;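 further: Alexa488 bead fluorescence after subtracting the streptavidin-only scavenger bead signal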
CRFR2-BP antag: blocks CRF-induced signaling of the CRF-BP/CRF-R2 complex | 350,000 tested, 0.59% active | HEK293 CRF-R2/CRF-BP, CRF-induced calcium fluorescence | inhibition, % at 11.8 µM | AID 588475;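 active means inhibition of the ligand-induced calcium signal above about 50% at the single tested concentration, limit read from the data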
CRFBP-R2 agonist: CRF-BP/CRF-R2 complex agonism | HEK293 CRF-R2/CRF-BP, calcium dye fluorescence (FLIPR); percent of saturating CRF peptide response | 350,000 tested, 0.46% active | activation, % at 13.2 µM;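 active means activation of at least 50%, plus an integration ratio under a set limit after plate pattern correction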;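 further: plate controls were neutral control wells without compound for no effect and CRF at EC100 for full effect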
GalR3 antag: antagonists of human GalR3 | O60755 | HEK293 GalR3-CNG cAMP membrane potential fluorescence; galR3 body fused to GalR1 C-terminus | inhibition, % at 3 µM | 360,000 tested, 0.44% active;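 active means inhibition above the screen-wide average plus 3 SD, cut at about 13% in these data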;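 further: forskolin and galanin both at EC90 stimulate the cells; cAMP rise reported by CNG channel membrane potential dye signal; 0% = forskolin plus galanin with DMSO and 100% = forskolin alone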
IDE cell inh: inhibitors of human insulin-degrading enzyme in cells. P14735. HEK cells, FAbetaB cleavage, fluorescence polarization. inhibition, % at 5.59 µM. 320,000 tested, 0.41% active. AID 434962;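 active means percent inhibition above the average of all tested compounds plus 3 SD, set per screening campaign, cut at about 16% in these data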;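 further: IDE supplied by intact live HEK cells; FP after avidin binding of uncleaved biotin substrate so inhibition keeps polarization high; 0% = DMSO wells and 100% = 60 µM reference IDE inhibitor Ii1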
M4 PAM: potentiates acetylcholine response at human M4 receptor; activation, % at 3 µM; CHO-K1 hM4/Gqi5, Fluo-8 calcium fluorescence, ACh EC20; 0% = ACh EC20, 100% = maximal ACh; 360,000 tested, 0.4% active;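 active means activation above its plate's cutoff, the mean activation of sample wells plus 3 SD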; further: some results filed as inactive read as strong as hits
Target sequence (P08173 whole entry, looked up): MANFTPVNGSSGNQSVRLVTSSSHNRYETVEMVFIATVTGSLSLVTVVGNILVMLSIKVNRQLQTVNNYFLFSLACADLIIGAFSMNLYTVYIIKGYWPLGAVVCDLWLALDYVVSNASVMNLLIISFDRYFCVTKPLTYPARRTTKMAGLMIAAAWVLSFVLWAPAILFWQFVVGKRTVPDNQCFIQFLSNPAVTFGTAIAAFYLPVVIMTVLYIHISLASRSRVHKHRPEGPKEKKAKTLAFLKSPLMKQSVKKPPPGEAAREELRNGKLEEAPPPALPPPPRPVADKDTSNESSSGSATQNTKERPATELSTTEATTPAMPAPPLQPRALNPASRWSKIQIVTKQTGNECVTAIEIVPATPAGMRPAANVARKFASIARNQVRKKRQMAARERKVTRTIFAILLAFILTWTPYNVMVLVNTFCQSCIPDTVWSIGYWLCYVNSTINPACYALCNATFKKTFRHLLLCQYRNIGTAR
PHOSPHO1 block: PHOSPHO1 (human) inhibition. Q8TCT1. recombinant PHOSPHO1, absorbance phosphatase assay. inhibition, % at 13.3 µM. 290,000 tested, 1.1% active; in the data active means inhibition above about 60%
Target sequence (Q8TCT1 whole entry, looked up): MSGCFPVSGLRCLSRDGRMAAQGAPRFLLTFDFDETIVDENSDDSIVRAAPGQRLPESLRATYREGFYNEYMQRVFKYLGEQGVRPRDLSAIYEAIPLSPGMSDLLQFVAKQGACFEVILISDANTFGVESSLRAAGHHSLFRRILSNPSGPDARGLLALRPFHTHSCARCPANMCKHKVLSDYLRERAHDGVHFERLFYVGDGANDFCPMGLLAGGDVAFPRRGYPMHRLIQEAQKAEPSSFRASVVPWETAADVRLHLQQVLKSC
Numbers without * were called inactive; . = not tested or not shown; [ ] = another dose, or the depositor's remark.

SMILES,pCIP destab,IDE act,MEKK3 PB1 HTS,CRFR2-BP antag,CRFBP-R2 agonist,GalR3 antag,IDE cell inh,M4 PAM,PHOSPHO1 block
NC(=O)c1c(/N=C/c2cccs2)sc2c1CCCC2,-43.4,.,90.0,-18.1,-2.0,-3.2,3.6,-1.8,11.9
COC(=O)C[C@@H]1C[C@@H]2c3cc(NC(=O)NC4CCCCC4)ccc3O[C@@H]2[C@H](CO)O1,.,.,.,-12.6,4.1,-3.8,.,-2.0,.
CCCCCCN1C[C@@H](n2cc(C3CC3)nn2)[C@H](O)C[C@@H]1c1ccccc1,.,.,.,10.3,1.1,-4.2,.,-2.1,.
N#C/C(=C/c1ccc(N2CCOCC2)o1)c1ccc(Br)cc1,-34.9,-42.0,102.0,-23.2,15.7,-0.8,10.0,-13.7,47.3
CCCn1c(SCC(=O)NC(=O)NCc2ccccc2)n[nH]c1=O,.,4.7,.,-7.3,1.6,-1.9,-0.9,-3.0,.
O=C(/C=C/Nc1ccc(Nc2ccccc2)cc1)c1cccs1,-36.9,-10.0,106.0,-25.4,2.9,-7.8,.,4.8,14.0
CC(=O)NCc1ccc(-c2csc(NC(=O)CCc3nc4ccccc4c(=O)[nH]3)n2)s1,.,-9.3,.,-1.5,2.4,-5.9,8.5,2.7,.
Cc1ccc(OC(=O)c2cccnc2)cc1,11.1,5.0,57.0*[inhibitor],15.9,-1.1,1.8,7.3,2.1,-7.7
COc1ccc(OC)c(-c2cc(C(=O)O)c3cc4ccccc4cc3n2)c1,.,.,.,50.1*,2.9,-4.5,.,-0.3,.
O=C1CSC(c2ccc(Cl)cc2)N1 (stereo unspecified),6.9,2.8,103.0,24.6,-2.5,-5.8,-4.3,19.8,0.5
CC(=O)Oc1ccccc1C(=O)Nc1ccccc1,.,0.7,106.0,0.9,-2.2,-4.7,-2.7,3.5,.
CC(C)(C)OC(=O)NCCCCCNC(=O)c1[nH]cnc1C(=O)N[C@@H](CCCCNC(=O)OC(C)(C)C)C(=O)OC(C)(C)C,-22.8,6.3,95.0,19.7,-1.3,.,6.9,-10.6,31.7
COc1ccc(N2C(=O)NC3CC2(C)Oc2ccc(Br)cc23)cc1OC (stereo unspecified),5.6,5.5,103.0,-8.6,0.6,-2.3,-2.8,10.4,17.6
COc1ccc(NS(=O)(=O)c2nnc(NC(=O)c3ccccc3F)s2)cc1,6.4,6.5,103.0,-4.1,-0.4,0.4,-1.2,0.8,20.2
CCCCN(C(=S)Nc1ccc(F)cc1)c1c(N)n(CCC)c(=O)[nH]c1=O,-9.2,1.3,91.0,11.2,-0.8,-2.1,6.7,-1.7,10.8
C=CC(=O)N=c1sc2ccccc2n1-c1ccccc1,0.0,2.3,92.0,27.6,-2.5,-4.3,4.7,-7.3,16.5
O=C(Nc1c2c(nn1-c1cccc(Cl)c1)CS(=O)(=O)C2)c1ccco1,-4.6,2.7,36.0*[inhibitor],2.0,1.2,-7.7,0.3,-2.4,30.7
CC(C)(C)c1nc(SCC(=O)N2CCCC2)c2ccccc2n1,-1.0,0.6,101.0,-10.5,-1.3,-1.4,-3.2,20.2,1.2
Cc1cc(=O)n2c(nc3ccccc32)[nH]1,6.2,5.9,111.0,-22.2,-2.3,-0.8,-1.6,-1.8,7.8
COc1cccc(Nc2n[nH]c(=S)s2)c1,-1.9,-28.6,102.0,-10.3,-0.7,-6.0,10.7,3.1,48.7
O=C(N/N=C/c1ccc(OC(=O)c2ccco2)cc1)c1ccccn1,10.5,.,102.0,17.8,-0.4,2.9,1.7,-1.6,7.6
Cc1cc(NC(=O)COC(=O)C2CSC3(C)CCC(=O)N23)ccc1Br (stereo unspecified),.,2.8,.,-7.6,0.3,-7.0,6.0,-0.8,.
O=C(NCCc1nnc2ccc(NCCCN3CCOCC3)nn12)c1ccccc1,3.4,0.8,101.0,2.4,-0.5,0.5,-1.2,10.3,36.6
O=C(c1ccco1)N1CCN(C(=S)Nc2cccc([N+](=O)[O-])c2)CC1,-11.5,3.7,101.0,2.0,6.1,1.2,-5.1,-13.8,29.2
COc1ccc(-c2cc(C(=O)O)[nH]n2)cc1OC,-5.2,0.4,107.0,7.9,-3.0,-2.9,6.3,1.1,15.8
CN(C)S(=O)(=O)c1ccc(NC(=O)COC(=O)c2n[nH]c3ccccc23)cc1,1.8,5.2,104.0,-5.5,-1.1,-2.3,-1.3,0.3,39.7
COc1cc(C#N)ccc1OCC(=O)NCc1cccs1,-4.3,9.2,105.0,3.5,0.4,-6.2,1.8,0.0,35.9
CS(=O)(=O)c1ccc(Cl)c(NC(=O)COC(=O)c2ncc(Cl)c(Cl)c2Cl)c1,.,3.1,.,-24.2,8.7,-4.4,7.0,12.2,.
CCOc1ccccc1NC(=O)COn1nnc2ccccc21,-11.9,5.1,106.0,-3.1,1.0,-2.7,-1.0,-1.6,-6.0
Cc1ccccc1OCC(=O)NNC(=O)c1cc(S(=O)(=O)N(C)C)ccc1N1CCCC1,-3.5,8.1,105.0,-2.6,0.5,-4.7,3.1,2.1,33.4
CC(=O)C[C@H]1c2ccccc2S(=O)(=O)N1c1ccccc1,.,-2.6,100.0,-1.1,0.2,6.0,2.5,5.3,.
CCCn1c(NC(=O)CN2C(=O)NC3(CCCCC3)C2=O)nc2ccccc21,.,6.1,.,-12.4,1.3,-6.0,-3.6,-2.8,.
Cn1c2ccccc2c2cnn(CC(=O)O)c(=O)c21,-10.1,6.5,101.0,11.3,22.4,.,3.9,14.0,15.5
CC(=O)c1ccc(OCCOc2ccc(C#N)cc2)cc1,-9.7,8.3,130.0*,14.4,-2.4,-9.0,-2.5,-8.4,29.8
O=C(NCc1ccccc1)c1csc2c1CCCCC2,-7.9,3.0,101.0,16.1,-0.7,-0.6,3.5,-3.0,2.4
NC(=O)COc1ccc(/C=N/NC(=O)C2CCCN2S(=O)(=O)c2ccc(Cl)cc2)cc1 (stereo unspecified),-8.1,3.7,91.0,-7.2,-0.8,1.4,1.9,5.2,-2.6
Cc1cc(C)c2[nH]c(=O)c(CN(Cc3ccco3)C(=O)C3CCCO3)cc2c1 (stereo unspecified),-1.3,-3.0,104.0,-0.8,-1.3,2.4,-2.1,0.4,-7.5
Cc1ccc(S(=O)(=O)Nc2ccc(Cl)cc2)cc1NC(=O)c1cc2c(s1)CCCC2,0.3,4.2,111.0,-4.2,-1.1,5.9,2.7,-12.3,5.6
Nc1ncc(S(=O)(=O)c2ccc(Cl)cc2)c(N)n1,1.4,-3.5,100.0,1.3,2.0,-11.3,-2.9,-0.4,28.0
Cc1ccccc1NC(=O)Nc1cnccn1,-0.6,3.3,104.0,2.4,-0.1,3.1,-4.8,10.7,41.4
Cc1ccc(C(C)NC(=O)c2cc3ccccc3oc2=O)cc1C (stereo unspecified),-3.5,1.6,103.0,-17.8,-1.9,4.8,1.5,-0.4,51.2
O=c1[nH]c(-c2ccc(-c3cccc(Cl)c3)o2)nc2ccccc12,.,1.8,.,0.7,0.2,-2.4,9.3,4.1,.
COCc1nnc(NC(=O)C(C)C)s1,-19.9,0.0,106.0,21.4,-0.7,-3.0,3.2,-8.3,7.3
CCc1ccc(N/C(SCc2cccc(F)c2)=C(/C#N)C(=O)NCc2ccco2)cc1,-5.4,6.8,80.0,17.0,-0.3,-3.3,4.4,-6.3,8.9
CCCCC1=CC2=CC(=O)C(C)(OC(=O)CC)C(=O)C2=CN1Cc1ccc2c(c1)OCO2 (stereo unspecified),-6.7,4.2,84.0,5.8,0.6,-4.3,-4.0,4.1,13.3
Cc1ccc(S(=O)(=O)N2[C@@H](c3ccccc3)C(C(=O)O)=CC[C@H]2c2cccs2)cc1,.,6.2,.,-6.5,0.1,-4.5,-1.8,1.2,.
c1csc(C(c2nnnn2C2CCCC2)N2CCOCC2)c1 (stereo unspecified),-0.5,2.0,99.0,7.2,2.1,0.6,2.1,10.0,-4.2
CC(CCN1CCOCC1)c1ccccc1 (stereo unspecified),10.7,-6.9,103.0,3.2,-0.1,-6.4,.,-3.0,-30.1
CC(C)(C)OC(=O)NCCCCCc1nnc(SCC(=O)Nc2cccc(Cl)c2)o1,-13.7,1.9,101.0,1.2,-1.1,17.2*,0.8,-19.1,-41.8
Fc1ccc(CNC(=S)Nc2cccc(Cl)c2)cc1,-11.5,2.3,79.0,27.6,0.6,-3.5,-4.9,-7.1,19.6

Rewritten with values under each structure: part of the list above.
Order of values – pCIP destab, IDE act, MEKK3 PB1 HTS, CRFR2-BP antag, CRFBP-R2 agonist, GalR3 antag, IDE cell inh, M4 PAM, PHOSPHO1 block
CCOc1ccccc1NC(=O)COn1nnc2ccccc21
→ -11.9, 5.1, 106.0, -3.1, 1.0, -2.7, -1.0, -1.6, -6.0
Cc1ccc(S(=O)(=O)Nc2ccc(Cl)cc2)cc1NC(=O)c1cc2c(s1)CCCC2
→ 0.3, 4.2, 111.0, -4.2, -1.1, 5.9, 2.7, -12.3, 5.6

Next structures follow:
SMILES,pCIP destab,IDE act,MEKK3 PB1 HTS,CRFR2-BP antag,CRFBP-R2 agonist,GalR3 antag,IDE cell inh,M4 PAM,PHOSPHO1 block
Cc1noc(C)c1S(=O)(=O)N(C)C[C@H]1Oc2c(NC(=O)C3CCCCC3)cccc2C(=O)N([C@H](C)CO)C[C@@H]1C,.,-3.7,.,2.5,4.7,-1.4,1.7,-0.2,.
CCN(CC)S(=O)(=O)c1ccc(NC(=O)c2cc(-c3cccs3)nc3ccccc23)cc1,-5.7,-0.5,109.0,-9.4,1.1,0.7,-4.7,-2.2,-2.2
COc1ccc(CCN2C(=S)N(c3ccc(Cl)cc3)C(=O)C2CC(N)=O)cc1OC (stereo unspecified),6.5,0.1,91.0,9.7,0.7,-3.8,-0.3,1.1,28.5
CSc1nc2nccc(/C=C\c3ccccc3)n2n1,-7.7,0.6,99.0,-16.9,-1.5,-3.4,-1.9,-0.5,16.2
CCOCCc1nnc(NC(=O)c2ccc(OC)c(OC)c2)s1,-6.7,-0.3,103.0,3.7,-0.1,-4.2,5.8,-0.1,7.1

Records above shown as hits in GalR3 antag.
SMILES,pCIP destab,IDE act,MEKK3 PB1 HTS,CRFR2-BP antag,CRFBP-R2 agonist,GalR3 antag,IDE cell inh,M4 PAM,PHOSPHO1 block
CC(C)(C)OC(=O)NCCCCCc1nnc(SCC(=O)Nc2cccc(Cl)c2)o1,-13.7,1.9,101.0,1.2,-1.1,17.2*,0.8,-19.1,-41.8
